Assay outcomes as filed in PubChem.
SIRT5 inh: blocks human SIRT5 desuccinylation of peptide. Q9NXA8. Purified SirT5, succinyl-peptide AMC, trypsin-coupled fluorescence. inhibition, % at 15 µM. actives 1.1% (n = 330,000). AID 652115; in the data active = inhibition above about 15%; inconclusive = no clear call, values can overlap the other calls
Target sequence (Q9NXA8 whole entry, looked up): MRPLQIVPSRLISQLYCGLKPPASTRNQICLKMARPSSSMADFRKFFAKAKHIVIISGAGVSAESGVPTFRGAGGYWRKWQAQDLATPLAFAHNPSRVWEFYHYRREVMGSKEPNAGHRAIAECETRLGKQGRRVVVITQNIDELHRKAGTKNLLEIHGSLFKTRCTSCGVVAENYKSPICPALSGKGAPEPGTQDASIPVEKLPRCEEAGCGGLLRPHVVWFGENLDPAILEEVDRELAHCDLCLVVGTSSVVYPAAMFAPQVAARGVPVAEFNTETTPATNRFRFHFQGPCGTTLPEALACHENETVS
LGR2 inh: Drosophila LGR2 receptor signaling inhibition; HEK293 LGR2, CRE-luciferase, bursicon-stimulated, 4 h; inhibition, % at 9.99 µM; actives 0.35% (n = 380,000); AID 720647;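 active = drop in luminescence signal, shown as inhibition above about 50% in the replicate tests, limit read from the data, passing the limit was not always enough; inconclusive = probably only some replicates passing the limit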;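 also: agonist challenge used bursicon conditioned medium at about half maximal strength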
CASP6 VEID inh: caspase-6 (human) enzyme inhibition; P55212; purified caspase-6, Z-VEID-R110 cleavage fluorescence; inhibition, % at 12.5 µM; actives 0.53% (n = 350,000);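 active = mean inhibition across replicates at least about 35%, with every replicate also reaching that limit, limit read from the data; inconclusive = only one of the two criteria met; inactive = neither criterion met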;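 also: 0% = median of neutral control wells and 100% = no fluorescence left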
Target sequence (P55212 24-179 limits assumed): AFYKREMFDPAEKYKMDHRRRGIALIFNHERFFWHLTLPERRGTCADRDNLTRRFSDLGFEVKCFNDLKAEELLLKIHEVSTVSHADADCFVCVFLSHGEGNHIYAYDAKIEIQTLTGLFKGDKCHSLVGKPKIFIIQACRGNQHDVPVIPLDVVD
Target sequence (P55212 194-293 limits assumed): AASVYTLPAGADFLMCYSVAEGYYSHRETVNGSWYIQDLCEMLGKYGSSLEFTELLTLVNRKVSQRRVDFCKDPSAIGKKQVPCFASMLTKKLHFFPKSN
PAX8 inh HTS: PAX8 transcriptional activity inhibition; RMG-I TPO-luciferase reporter, SteadyGlo, 24 h; inhibition, % at 12.6 µM; actives 1.2% (n = 360,000); AID 652154;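 active = mean replicate inhibition at least 60% with every replicate also reaching 60%; inconclusive = only one of the two criteria is met; inactive = mean below 60% and not all replicates reaching 60%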;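 also: luciferase light reporting Pax8 driven TPO promoter activity; plate controls were median of neutral control wells for no effect and mitoxantrone controls for full effect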
EWS-Fli block: EWS/Fli transcriptional activity inhibition; A673 NR0B1-luciferase reporter, viability-normalised; inhibition, % at 12.6 µM; actives 0.67% (n = 350,000);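 active = mean inhibition of at least 50% after viability correction, with every replicate also passing that limit; inconclusive = mean reaches 50% but only one of two replicates passes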;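 also: firefly luciferase signal divided by Alamar Blue viability fluorescence both relative to DMSO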
DENV2 CPE rescue: protects cells from dengue virus 2 cytopathic effect; DENV2-infected cells, cytopathic effect rescue, plate reader; CPE inhibition, % at 9.99 µM; actives 1.7% (n = 350,000); AID 651640; in the data active = CPE inhibition above about 20%, passing the limit was not always enough; inconclusive = no clear call, values can overlap the other calls; tested in BHK-21 cells;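 also: 0% = median of neutral control wells and 100% = median of positive control wells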
ARNT-TACC3 inh: ARNT/TACC3 interaction disruption. AlphaScreen His-ARNT PAS-B/GST-TACC3 binding, luminescence; TACC3 fragment carries E629A point mutation. Q9Y6A5. inhibition, % at 9.99 µM. AID 623870. actives 0.66% (n = 390,000);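 active = mean inhibition of replicates at least 50% and at least half of replicates each reaching 50%; inconclusive = half or more replicates reach 50% but mean below 50%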;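 also: 0% = complete ARNT plus TACC3 wells and 100% = ARNT alone without TACC3; many hits fall short of the cut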
The depositor's hits bear a star. Compounds as they come. About 4.9% of those tested had a hit in this group.

What do the screens show for `O=C(CNC(=O)c1ccccc1Cl)OCC(=O)N1CCc2ccccc21`?
SIRT5 inh: -1; LGR2 inh: -52; CASP6 VEID inh: -3; PAX8 inh HTS: -4; EWS-Fli block: -1; DENV2 CPE rescue: -7; ARNT-TACC3 inh: 9

Results for Cc1ccc(C)c(NC(=S)N2CCN(c3ccccn3)CC2)c1 ?
SIRT5 inh: 0; LGR2 inh: -5; CASP6 VEID inh: 2; PAX8 inh HTS: 5; EWS-Fli block: 0; DENV2 CPE rescue: 2; ARNT-TACC3 inh: 1

What do the screens show for `CC/C(=N/NC(=O)c1ccc(Br)cc1)c1ccc(OCCN2CCOCC2)cc1`?
SIRT5 inh: -4; LGR2 inh: 5; CASP6 VEID inh: -6; PAX8 inh HTS: -7; EWS-Fli block: -2; DENV2 CPE rescue: 6; ARNT-TACC3 inh: -1

How did CCCC(=O)N1CC2(C1)CN(S(=O)(=O)c1ccc(C)cc1)[C@H](CO)c1[nH]c3cc(OC)ccc3c12 do in these assays?
SIRT5 inh: 15*; LGR2 inh: -2; CASP6 VEID inh: 1; PAX8 inh HTS: -15; EWS-Fli block: 18; DENV2 CPE rescue: -1

Results for CN(C)CCNc1nc2c(c(=O)[nH]c(=O)n2C)n1CCOc1ccccc1 ?
SIRT5 inh: -10; LGR2 inh: 9; CASP6 VEID inh: 1; PAX8 inh HTS: 6; EWS-Fli block: 13; DENV2 CPE rescue: 5; ARNT-TACC3 inh: 6

Results for COc1cc(CCC(=O)OCC(=O)Nc2c(C)cccc2C(C)C)cc(OC)c1OC ?
SIRT5 inh: -9; LGR2 inh: -1; CASP6 VEID inh: -2; PAX8 inh HTS: -5; EWS-Fli block: -2; DENV2 CPE rescue: -5; ARNT-TACC3 inh: -4

What do the screens show for `Cc1csc2c(N3CCC(C(=O)O)CC3)ncnc12`?
SIRT5 inh: -4; LGR2 inh: -11; CASP6 VEID inh: -5; PAX8 inh HTS: 13; EWS-Fli block: 0; DENV2 CPE rescue: -4; ARNT-TACC3 inh: -2

Results for Cc1ccccc1OCC(=O)NC1=NCCS1 ?
SIRT5 inh: 3; LGR2 inh: -26; CASP6 VEID inh: 0; ARNT-TACC3 inh: -1

Results for O=C(CCl)N1CCN(S(=O)(=O)c2ccc3c(c2)OCCCO3)CC1 ?
SIRT5 inh: -8; LGR2 inh: 11; CASP6 VEID inh: 17; PAX8 inh HTS: -3; EWS-Fli block: 12; DENV2 CPE rescue: 4; ARNT-TACC3 inh: -2

Results for C[C@@H]1CN([C@@H](C)CO)C(=O)c2cc(NC(=O)Nc3ccc(C(F)(F)F)cc3)ccc2O[C@H]1CN(C)Cc1ccc(-c2ccccc2)cc1 ?
SIRT5 inh: -1; LGR2 inh: 16; CASP6 VEID inh: -1; EWS-Fli block: 2; DENV2 CPE rescue: 11; ARNT-TACC3 inh: -2

Results for CC(C)CCn1c(COc2ccccc2)nn(CCC#N)c1=S ?
SIRT5 inh: 1; LGR2 inh: 6; CASP6 VEID inh: -2; PAX8 inh HTS: 11; EWS-Fli block: 10; DENV2 CPE rescue: 7; ARNT-TACC3 inh: 13

Results for O=C(Nc1ccc(S(=O)(=O)N2CCOCC2)cc1)c1ccc2c(c1)S(=O)(=O)c1ccccc1C2=O ?
SIRT5 inh: -7; LGR2 inh: 3; CASP6 VEID inh: -1; PAX8 inh HTS: 4; EWS-Fli block: -5; ARNT-TACC3 inh: 0

Results for COC(=O)[C@@H]1C[C@@]2(O)[C@@H](O)[C@@H](O)[C@@H](O)C[C@H]2N1Cc1ccc(-c2ccccc2)cc1 ?
LGR2 inh: -18; CASP6 VEID inh: 3; PAX8 inh HTS: 10; EWS-Fli block: 7; DENV2 CPE rescue: -12; ARNT-TACC3 inh: -4

How did CCOc1ccc(N(C)S(=O)(=O)c2ccc(C)c(C(=O)OCC(=O)c3c[nH]c4ccccc34)c2)cc1 do in these assays?
SIRT5 inh: -5; LGR2 inh: 8; CASP6 VEID inh: 0; PAX8 inh HTS: 32; EWS-Fli block: -6; DENV2 CPE rescue: 4

How did CCc1ccc(OCC(=O)NNCC(=O)Nc2ccc(OC)cc2)cc1 do in these assays?
SIRT5 inh: -5; LGR2 inh: -3; CASP6 VEID inh: 3; PAX8 inh HTS: 12; EWS-Fli block: -1; DENV2 CPE rescue: -1; ARNT-TACC3 inh: 24

Results for Cc1c(C(=O)Nc2nonc2-c2ccc(F)cc2)oc2ccc(F)cc12 ?
SIRT5 inh: -1; LGR2 inh: 18; CASP6 VEID inh: 0; PAX8 inh HTS: 28; EWS-Fli block: 41; DENV2 CPE rescue: -3; ARNT-TACC3 inh: -5

How did CCOC(=O)[C@H]1[C@H]2COc3ccccc3[C@@H]2N2C(=O)c3ccc(Cl)cc3NC(=O)[C@@]12C do in these assays?
LGR2 inh: -5; CASP6 VEID inh: 4; PAX8 inh HTS: 10; EWS-Fli block: 0; ARNT-TACC3 inh: -24

What do the screens show for `CN(C(=O)COC(=O)c1nc(Cl)ccc1Cl)C1CCS(=O)(=O)C1` (configuration not stated)?
SIRT5 inh: -1; LGR2 inh: 5; CASP6 VEID inh: 0; PAX8 inh HTS: -16; EWS-Fli block: -1; DENV2 CPE rescue: 4; ARNT-TACC3 inh: 0

What do the screens show for `N#C/C(=C\c1ccc[nH]1)C(=O)Nc1ccccc1[N+](=O)[O-]`?
SIRT5 inh: -1; LGR2 inh: -21; CASP6 VEID inh: 4; PAX8 inh HTS: -22; EWS-Fli block: -47; DENV2 CPE rescue: inconclusive; ARNT-TACC3 inh: 1

How did Cc1ccc2c(c1)C1(OCCCO1)C(=O)N2CC#N do in these assays?
SIRT5 inh: 1; LGR2 inh: 0; CASP6 VEID inh: -2; PAX8 inh HTS: 0; EWS-Fli block: -6; DENV2 CPE rescue: inconclusive; ARNT-TACC3 inh: -5

What do the screens show for `COC(=O)C1=CN(Cc2ccc(OC)c(OC)c2)C=C(C(=O)OC)C1c1cccc(F)c1`?
LGR2 inh: 9; CASP6 VEID inh: -3; PAX8 inh HTS: -2; EWS-Fli block: 12; DENV2 CPE rescue: -2; ARNT-TACC3 inh: -3

Results for Cc1noc(C)c1NC(=O)Nc1cccc2c1O[C@H](CN(C)S(=O)(=O)c1ccc(Cl)cc1)[C@@H](C)CN([C@@H](C)CO)C2=O ?
SIRT5 inh: 4; LGR2 inh: 2; CASP6 VEID inh: 2; PAX8 inh HTS: 5; EWS-Fli block: -16; DENV2 CPE rescue: 10; ARNT-TACC3 inh: -4

Results for CN(C)C(=O)c1ccc(-c2ccc([C@H]3[C@H](CO)N4CCCCN(S(C)(=O)=O)C[C@@H]34)cc2)cc1 ?
SIRT5 inh: -2; LGR2 inh: -4; CASP6 VEID inh: -1; PAX8 inh HTS: -8; DENV2 CPE rescue: -11; ARNT-TACC3 inh: -9

Results for CN(C(=O)c1cccc(NC(=O)Cc2ccc(NC(=O)C3CCCN(C(=O)c4ccccc4)C3)cc2)c1)C1CCCCC1 (configuration not stated) ?
SIRT5 inh: 0; LGR2 inh: -3; CASP6 VEID inh: -1; PAX8 inh HTS: -8; EWS-Fli block: -7; DENV2 CPE rescue: -11; ARNT-TACC3 inh: -1

Results for c1ccc(-c2sc3ccccc3c2-c2ccc(OCCN3CCCC3)cc2)cc1 ?
LGR2 inh: -20; CASP6 VEID inh: -6; PAX8 inh HTS: -6; EWS-Fli block: 45; DENV2 CPE rescue: 13; ARNT-TACC3 inh: 23

How did Cc1cccc(S(=O)(=O)N2CC[C@H]3[C@H](CO)Nc4ccc(C#Cc5cccnc5)cc4[C@H]32)c1 do in these assays?
SIRT5 inh: -3; LGR2 inh: -34; CASP6 VEID inh: -1; EWS-Fli block: 0; DENV2 CPE rescue: 17

Results for CC(=O)c1c(C)[nH]c(C(=O)NCC2CCCCC2)c1C ?
SIRT5 inh: -3; LGR2 inh: -32; CASP6 VEID inh: -3; PAX8 inh HTS: -16; EWS-Fli block: -39; DENV2 CPE rescue: -3; ARNT-TACC3 inh: -2

How did Cc1ccc(-c2n[nH]c(=S)n2/N=C/c2sccc2C)cc1 do in these assays?
SIRT5 inh: -3; LGR2 inh: -10; CASP6 VEID inh: -2; PAX8 inh HTS: -22; EWS-Fli block: 1; DENV2 CPE rescue: 4; ARNT-TACC3 inh: -5

How did O=C(CCc1ccccc1O)NC1CCCc2ccccc21 (configuration not stated) do in these assays?
SIRT5 inh: -7; LGR2 inh: 9; CASP6 VEID inh: -1; PAX8 inh HTS: -9; EWS-Fli block: -20; DENV2 CPE rescue: 6; ARNT-TACC3 inh: -35

What do the screens show for `COc1ccccc1-n1cnnc1SCC(=O)Nc1cccc(S(=O)(=O)N2CCCCC2)c1`?
SIRT5 inh: 10; LGR2 inh: 26; CASP6 VEID inh: -3; PAX8 inh HTS: 6; EWS-Fli block: 7; DENV2 CPE rescue: 18

How did Cc1ccc(NC2CCCN(C(=O)CCc3ccncc3)C2)cc1C (configuration not stated) do in these assays?
SIRT5 inh: -3; LGR2 inh: -19; CASP6 VEID inh: -7; PAX8 inh HTS: -4; EWS-Fli block: 1; DENV2 CPE rescue: -4; ARNT-TACC3 inh: 5

Results for CC(C)(C)N(Cc1ccccc1)C(=O)COC(=O)CNS(=O)(=O)c1ccc2ccccc2c1 ?
SIRT5 inh: -3; LGR2 inh: -15; CASP6 VEID inh: 0; PAX8 inh HTS: -24; EWS-Fli block: 8; DENV2 CPE rescue: inconclusive; ARNT-TACC3 inh: -2

How did O=C(Nc1ncc([N+](=O)[O-])s1)c1ccccc1Br do in these assays?
SIRT5 inh: -3; LGR2 inh: -15; CASP6 VEID inh: 8; PAX8 inh HTS: -5; EWS-Fli block: -78; DENV2 CPE rescue: 7; ARNT-TACC3 inh: -1

Results for CNC(=O)C[C@H]1C(=O)N(c2ccccc2)C[C@@H]1C ?
SIRT5 inh: -13; LGR2 inh: 0; CASP6 VEID inh: -1; PAX8 inh HTS: -11; EWS-Fli block: -9; DENV2 CPE rescue: -6

Results for O=C(CSc1nncs1)NC1CCCc2ccccc21 (configuration not stated) ?
SIRT5 inh: -2; LGR2 inh: -3; CASP6 VEID inh: -2; PAX8 inh HTS: -1; EWS-Fli block: -29; DENV2 CPE rescue: 0

Results for COc1ccc2c3c([nH]c2c1)[C@H](CO)N(CC1CC1)CC31CN(C(=O)NC2CCCC2)C1 ?
SIRT5 inh: -3; LGR2 inh: 32; CASP6 VEID inh: -2; EWS-Fli block: -14; DENV2 CPE rescue: 15

How did COc1ccc(S(=O)(=O)N(C)C[C@H]2OCCCC[C@H](C)Oc3ccc(NS(=O)(=O)c4ccc(C)cc4)cc3C(=O)N([C@H](C)CO)C[C@H]2C)cc1 do in these assays?
SIRT5 inh: 29*; LGR2 inh: -10; CASP6 VEID inh: 3; PAX8 inh HTS: 7; EWS-Fli block: 2; DENV2 CPE rescue: -6; ARNT-TACC3 inh: -1

What do the screens show for `Cc1ccccc1N1CCN(C2CCCN(C(=O)c3ccc(Cl)s3)C2)CC1` (configuration not stated)?
SIRT5 inh: 0; LGR2 inh: 4; CASP6 VEID inh: -2; PAX8 inh HTS: 11; EWS-Fli block: -3; DENV2 CPE rescue: -4; ARNT-TACC3 inh: 1

Results for CCn1ncc(Br)c1C(=O)Nc1ccccc1OC ?
SIRT5 inh: -1; CASP6 VEID inh: -2; PAX8 inh HTS: -30; EWS-Fli block: -5; DENV2 CPE rescue: -3; ARNT-TACC3 inh: -5

How did O=C(CC1CCCCC1)NCCS(=O)(=O)N1CCN(c2ccccc2)CC1 do in these assays?
SIRT5 inh: 0; LGR2 inh: 20; CASP6 VEID inh: 3; PAX8 inh HTS: 31; EWS-Fli block: 0; DENV2 CPE rescue: -4; ARNT-TACC3 inh: -25

Results for Cc1cc(C(=O)Nc2cccc3ccccc23)n(-c2ccccc2)n1 ?
SIRT5 inh: -7; LGR2 inh: 24; CASP6 VEID inh: 3; PAX8 inh HTS: -7; EWS-Fli block: 9
